Bioassay records deposited in PubChem by several laboratories.
GPR55 activation = selective activators of receptor GPR55 – imaging, U2OS cells, beta-arrestin-GFP redistribution, primary screen (AID 1961); U2OS GPR55 beta-arrestin-GFP redistribution imaging; higher % means a stronger effect; one-dose activation, % at 10 µM; EC50 in µM for titrated hits; 290,000 tested, 0.048% active;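 active means activation above 40% with more than 50 cells counted in the well; inconclusive means wells holding fewer than 50 cells, flagged as toxic or sparse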;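 further: U2OS osteosarcoma cells stably expressing GPR55 and beta-arrestin-GFP; plate controls were DMSO negative control for no effect and LPI positive control for full effect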
NOD2 inhibition = inhibition of NOD2-driven NF-kB reporter – cell-based, luminescence, uHTS, HEK293 (AID 1566); HEK293 NOD2/NF-kB luciferase reporter, luminescence; higher % means a stronger effect; one-dose inhibition, % at 4 µM; EC50 in µM for titrated hits; 290,000 tested, 0.63% active; further: many of its hits are not listed in these tables
HIV fusion peptide = inhibitors of HIV fusion peptide binding, primary screen, biochemical, uHTS, fluorescence dequenching (AID 1986); cell-free peptide binding, fluorescence dequenching, 30 min; higher % means a stronger effect; inhibition, % at 20 µM, or IC50 in µM where a hit was titrated; 290,000 tested, 0.3% active; in the data active means inhibition mostly above about 52%, no sharp cut-off; inactive means mostly below about 76%; further: some results filed as inactive read as strong as hits
GPR35 arrestin U2OS = inhibition of zaprinast-stimulated GPR35 beta-arrestin translocation – imaging, U2OS, beta-arrestin-GFP, zaprinast agonist, primary screen (AID 2058); U2OS GPR35 beta-arrestin-GFP translocation imaging, zaprinast antagonism; higher % means a stronger effect; inhibition, % at 10 µM, or IC50 in µM where a hit was titrated; 290,000 tested, 0.052% active;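 active means inhibition of at least 50% with at least 30 cells and total cytoplasm GFP at most 10,000,000; inconclusive means under 30 cells or total GFP of 10,000,000 plus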
Myeloid diff 2 = promotes myeloid progenitor differentiation; ER-HoxA9 myeloid progenitors, lysozyme-GFP differentiation, flow cytometry; calls only at 10 µM; 360,000 tested, 1% active; AID 624256;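 active means normalized GFP-positive differentiation at or above the plate's own cutoff, the solvent-only control mean plus 3 SD; inconclusive means no clear call, values can overlap the other calls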;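 further: cells exposed to compound for four days before flow analysis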
KOR beta-arrestin-1 = kappa opioid receptor activators – cell-based, luminescence, uHTS, primary screen (AID 1777). KOR beta-arrestin recruitment, luminescence; higher % means a stronger effect. activation, % at 10 µM; hits with a dose series show EC50 in µM. 280,000 tested, 0.02% active; in the data active means activation above about 50%, passing the limit was not always enough; further: a part of the inactive calls stands beside numbers as strong as those of hits
NOD1 inhibition = NOD1 signaling inhibitors, primary screen, cell-based, luminescence, uHTS (AID 1578); 290,000 tested, 1% active; NOD1-driven NF-kB luciferase reporter cells, luminescence; higher % means a stronger effect; inhibition, % at 4 µM, or EC50 in µM where a hit was titrated; in the data active means inhibition mostly above about 36%, no sharp cut-off; inactive means mostly below about 34%;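 further: HEK-293T reporter cells stimulated with the NOD1 agonist gamma-tri-DAP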
GPR55 antagonists = inhibition of LPI-stimulated GPR55 beta-arrestin translocation – imaging, U2OS, beta-arrestin-GFP, LPI agonist, primary screen (AID 2013); U2OS GPR55 beta-arrestin-GFP translocation imaging, LPI antagonism; higher % means a stronger effect; inhibition, % at 10 µM; hits with a dose series show IC50 in µM; 290,000 tested, 0.13% active;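 active means spots per cell inhibited over 60%, with over 100 cells counted and total cytoplasm intensity under 500,000; inconclusive means wells with under 100 cells, flagged as likely toxic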;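 further: U2OS cells stably carrying GPR55 and arrestin-GFP stimulated by 5 µM LPI near EC80; imaged beta-arrestin-GFP aggregate spots per cell after agonist stimulation; plate controls were LPI-stimulated DMSO wells for no effect and DMSO wells without LPI for full effect; some results filed as inactive read as strong as hits; confirmed hits need IC50 under 10 µM and bright autofluorescent wells are also inconclusive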
KOR beta-arrestin-2 = KOR antagonists, beta-arrestin recruitment, cell-based, luminescence, uHTS (AID 1778). KOR beta-arrestin recruitment, luminescence, antagonist mode; higher % means a stronger effect. inhibition, % at 10 µM; hits with a dose series show IC50 in µM. 290,000 tested, 0.091% active; further: strong numbers were not always called active
Myeloid diff 2 GFP+ MAC1+ % = also measured in Myeloid diff 2; calls as there; GFP+ MAC1+ double positive, %; measured here: differentiation confirmed by MAC1 staining
Active calls of the source: *; i = inactive; ? = inconclusive; nt = no result given; [ ] = another dose, or the depositor's remark. Unless noted, no stated cut-off is given here; in the data, active means inhibition above about 50%; inactive means the rest. Some of the compounds tested. The share of hits here may be higher or lower than overall.

Preview, 5 compounds:
Under each structure – GPR55 activation | NOD2 inhibition | HIV fusion peptide | GPR35 arrestin U2OS | Myeloid diff 2 | Myeloid diff 2 GFP+ MAC1+ % | KOR beta-arrestin-1 | NOD1 inhibition | GPR55 antagonists | KOR beta-arrestin-2
O=C(c1cc(-c2ccc3c(c2)OCO3)on1)N1CCCCC1
 : 0.0% | -131% | 0.3% | 0% | i | 0.3 | 2.1% | -28% | 3% | -21%
CCC(C)NC(=S)Nc1ccc2nc(N3CCOCC3)cc(C)c2c1 (stereo unspecified)
 : 0.0% | -25% | 0.4% | 6% | i | 0.3 | -0.8% | 3% | 4% | -25%
Cn1ncc(Br)c1C(=O)N1CCN(C(=O)c2ccco2)CC1
 : 0.1% | 5% | -1.4% | 4% | i | 0.3 | 0.9% | -22% | 3% | 22%
CC1(C)CC(=O)C(C=Nc2ccccc2)=C(O)C1
 : 0.2% | 1% | -0.6% | 14% | i | 1.1 | 1.3% | -14% | 14% | -10%
CCSc1nnc(NC(=O)COc2ccccc2)s1
 : -0.1% | 1% | -2.0% | 3% | i | 2.6 | 0.5% | -35% | 2% | -2%

The listing, repeating the preview:
Under each structure – GPR55 activation | NOD2 inhibition | HIV fusion peptide | GPR35 arrestin U2OS | Myeloid diff 2 | Myeloid diff 2 GFP+ MAC1+ % | KOR beta-arrestin-1 | NOD1 inhibition | GPR55 antagonists | KOR beta-arrestin-2
O=C(c1cc(-c2ccc3c(c2)OCO3)on1)N1CCCCC1
 : 0.0% | -131% | 0.3% | 0% | i | 0.3 | 2.1% | -28% | 3% | -21%
CCC(C)NC(=S)Nc1ccc2nc(N3CCOCC3)cc(C)c2c1 (stereo unspecified)
 : 0.0% | -25% | 0.4% | 6% | i | 0.3 | -0.8% | 3% | 4% | -25%
Cn1ncc(Br)c1C(=O)N1CCN(C(=O)c2ccco2)CC1
 : 0.1% | 5% | -1.4% | 4% | i | 0.3 | 0.9% | -22% | 3% | 22%
CC1(C)CC(=O)C(C=Nc2ccccc2)=C(O)C1
 : 0.2% | 1% | -0.6% | 14% | i | 1.1 | 1.3% | -14% | 14% | -10%
CCSc1nnc(NC(=O)COc2ccccc2)s1
 : -0.1% | 1% | -2.0% | 3% | i | 2.6 | 0.5% | -35% | 2% | -2%
O=C(CN1C(=O)C2C3C=CC(C3)C2C1=O)OCC(=O)c1ccc(Br)cc1 (stereo unspecified)
 : 0.4% | 15% | 0.0% | 10% | i | 0.8 | 10% | -14% | -10% | -25%
COCC(=O)N1CCC(Oc2cccc(C(=O)NCc3ccccn3)c2)CC1
 : -0.2% | 17% | 0.6% | 1% | i | 1.3 | -5.4% | -35% | 11% | -19%
CN(Cc1ccccc1)C(=O)c1ccccc1Br
 : -0.2% | -24% | 3.6% | 5% | i | 1.0 | 5.0% | -8% | 6% | 13%
COc1ccc(NC(=O)CN(C2CCCCC2)S(C)(=O)=O)cc1Cl
 : 0.0% | 5% | 1.2% | 8% | i | 2.2 | -1.7% | 10% | 12% | -16%
CSc1cccc(NC(=O)c2ccccc2N(C)S(C)(=O)=O)c1
 : 0.0% | 10% | 0.7% | 11% | i | 1.5 | -5.8% | -6% | 1% | 3%
O=C(c1ccc(N2C(=O)C3CC=C(Cl)CC3C2=O)cc1)N1CCCCC1 (stereo unspecified)
 : -0.1% | -10% | 1.1% | 1% | i | 0.8 | 0.7% | -19% | -6% | -7%
CCOc1ncccc1C(=O)OCC(=O)c1ccc(Cl)s1
 : 0.1% | -9% | 0.0% | -3% | i | 0.0 | 4.6% | 15% | 6% | -2%
CC(C)(C)c1ccc(Oc2coc3cc(OCC(=O)O)ccc3c2=O)cc1
 : 0.0% | 19% | 2.5% | -11% | i | 0.4 | 1.5% | -10% | 4% | -23%
Cc1ccccc1C1(CCN2CCCCC2)CCOC(C)(C)C1 (stereo unspecified)
 : 0.9% | -4% | 0.7% | 15% | i | 1.1 | -0.6% | -18% | 3% | -28%
c1ccc(CCN(Cc2ccccc2)C2CCN(C3CCCC3)CC2)cc1
 : -1.2% | -14% | 0.1% | 11% | i | 0.4 | 4.7% | -19% | 27% | -1%
O=c1c2ccccc2nc(SCc2nnc(-c3ccccc3)o2)n1-c1ccccc1
 : 0.5% | 12% | 0.3% | -2% | i | 5.7 | -2.0% | 7% | 5% | -23%
COC(=O)c1cc(S(=O)(=O)NCC2CCN(Cc3ccccc3F)CC2)c[nH]1
 : -0.1% | 8% | -1.0% | 0% | i | 0.4 | 1.8% | -10% | -4% | -13%
O=C1S/C(=C\c2ccc(N3CCOCC3)o2)C(=O)N1Cc1ccc(F)cc1
 : -2.3% | -14% | 21% | 2% | i | 1.6 | 2.4% | 13% | ? | 86%
Cc1ccc(S(=O)(=O)CC(C)(O)CS(=O)(=O)c2ccc(C)cc2)cc1
 : 0.2% | 20% | 0.0% | 1% | i | 1.1 | -4.3% | -8% | -1% | 12%
CCOC(=O)N1CCC(c2cc(=O)n(-c3ccccc3)[nH]2)CC1
 : 0.7% | 7% | 12% | 11% | i | 0.5 | 11% | -9% | 5% | -6%
CC(C)=NNc1nc(-c2ccccc2)cs1
 : 0.5% | -72% | -3.6% | 5% | i | 0.1 | -1.2% | 14% | 4% | -25%
CN(CC(=O)Nc1ccc(F)cc1)C(=O)Cn1nnc(-c2ccccc2)n1
 : 0.3% | -41% | -0.9% | 31% | i | 0.5 | 0.3% | 0% | -7% | 33%
CCCCN(C)CCNC(=O)CN1C(=O)CSc2ccc(S(=O)(=O)N3CCOCC3)cc21
 : -0.1% | 14% | 1.0% | 14% | i | 8.2 | 0.4% | -14% | 9% | -11%
COc1cc(OC)c(C2=NOC(C(=O)Nc3c(C)nn(CC(=O)N4CCCC4)c3C)C2)cc1Cl (stereo unspecified)
 : -0.1% | 12% | -1.4% | -20% | i | 8.8 | 4.1% | -15% | -6% | -16%
CC(C)CC(=O)N(Cc1ccc(F)cc1)C1CCS(=O)(=O)C1 (stereo unspecified)
 : 0.2% | 15% | -1.1% | -1% | i | 0.6 | -4.6% | -8% | 2% | -24%[20 µM]
CCC(OC(=O)c1nsc(Cl)c1Cl)C(=O)NCC1CCCO1 (stereo unspecified)
 : 0.2% | -14% | 1.4% | 5% | i | 0.8 | -2.0% | -28% | 13% | 14%
O=C1NC(c2ccc(-c3ccccc3[N+](=O)[O-])o2)C(C(=O)c2ccccc2)C(O)(C(F)(F)F)N1 (stereo unspecified)
 : -0.3% | -1% | 9.6% | -2% | i | 0.5 | 3.1% | -17% | 17% | 29%
O=C(CN1CCOCC1)NN1CC(=O)N(c2ccc(Cl)cc2)CC1=O
 : 1.6% | 9% | -0.9% | 7% | i | 0.2 | 0.0% | -5% | 18% | -4%
CC1=C(C(=O)Nc2cccc(C(=O)N3CCN(c4cccc(C(F)(F)F)c4)CC3)c2)SCCO1
 : 0.3% | 21% | -1.9% | 18% | i | 3.7 | -7.5% | 13% | 57% | 11%
Cc1cc2c(=O)n(C)c(SCC(=O)Nc3cccc(F)c3)nc2s1
 : -0.4% | 21% | 1.2% | -3% | nt | nt | -0.1% | -6% | -3% | 5%
O=C(O)c1ncsc1-c1ccccc1
 : -0.1% | 7% | -1.0% | 0% | i | 0.5 | 1.5% | 1% | 7% | 21%
COc1ccc(/C=N/NC(=O)Cn2c(Cc3ccc(OC)c(OC)c3)nc3ccccc32)cc1
 : 0.1% | 5% | 0.0% | -1% | i | 0.4 | nt | -4% | 11% | nt
Cc1cc(C)c(-c2csc(NC(=O)C3=NN(c4ccccc4)C(=O)CC3)n2)c(C)c1
 : -0.2% | 32% | 7.5% | 5% | i | 0.8 | 1.7% | 15% | -8% | -29%
Cc1onc(-c2ccccc2)c1C(=O)Nc1nnc(CC(C)C)s1
 : -0.2% | -4% | 4.0% | -22% | nt | nt | 0.9% | -26% | -2% | -41%
Nc1c(C(=O)NCCN2CCOCC2)c2nc3ccccc3nc2n1-c1ccccc1
 : 0.6% | -6% | 0.7% | 0% | i | 11 | 64% | -17% | 2% | -2%
CCOC(=O)CSc1nc(C2CC2)cc(-c2ccc(Cl)cc2)c1C#N
 : -0.1% | 12% | -0.1% | -7% | i | 0.8 | -4.1% | -15% | 8% | -5%
OCCC1CN(CCCc2ccccc2)CCN1Cc1ccccc1 (stereo unspecified)
 : 0.5% | 13% | 1.3% | 18% | i | 0.2 | -1.7% | -10% | 8% | -9%
CCN(CC(=O)Nc1ccc(NC(C)=O)cc1)CC(=O)Nc1ccc(F)c(Cl)c1
 : -0.3% | 16% | -1.7% | -20% | i | 0.4 | -2.8% | -24% | 6% | 6%
N#C/C(=N\Nc1cccc([N+](=O)[O-])c1)C(=O)c1ccc(Br)cc1
 : -0.9% | -193% | 63%* | -11% | i | 0.1 | 1.8% | -20% | -8% | -65%
COc1cc(C(=O)Nc2oc(-c3ccccc3)c(-c3ccccc3)c2C#N)cc(OC)c1OC
 : -0.2% | 18% | 1.4% | -22% | i | 0.9 | -5.7% | 41% | 7% | -28%
O=C(NCc1ccc(Cl)cc1)C1CCN(C(=O)Cc2ccccc2)CC1
 : 0.6% | 8% | 0.5% | -4% | i | 1.8 | 3.5% | -18% | -7% | 11%
CCOC(=O)N1CCN(S(=O)(=O)c2ccc(C(=O)N(CCCN(C)C)c3nc4ccc(OC)cc4s3)cc2)CC1
 : -0.1% | 10% | 0.3% | 2% | i | 1.5 | 1.3% | -23% | 12% | 5%
CCn1c(COc2cccc(OC)c2)nnc1SCC(=O)N1CCOCC1
 : -0.2% | 5% | 1.5% | 16% | i | 7.6 | 8.9% | -7% | 0% | 12%
O=C(Nc1ccc(Oc2ncnc3cc(Cl)ccc23)nc1)c1ccc(F)cc1
 : 0.2% | 16% | 0.4% | -3% | nt | nt | 0.7% | -1% | 36% | 13%
O=C(Oc1cccc([N+](=O)[O-])c1)N1CCCCC1
 : -0.8% | 21% | 1.0% | 3% | i | 0.3 | -4.1% | -10% | 6% | -3%
COc1cc(C)c(Cl)cc1S(=O)(=O)n1ccnc1C
 : 0.0% | -16% | 0.7% | 5% | i | 0.8 | -1.4% | 1% | 8% | -36%
N/C(=N\OC(=O)Cc1ccccc1[N+](=O)[O-])c1ccccn1
 : 0.2% | -16% | -3.0% | 17% | i | 0.7 | -0.4% | 11% | 7% | -9%[20 µM]
